PLAP inhibitors HTS: inhibition of human placental alkaline phosphatase – biochemical, luminescence, HTS (AID 690); purified PLAP, luminescent substrate; higher % means a stronger effect; one-dose inhibition, % at 20 µM; IC50 in µM for titrated hits; hit rate 0.08% among 96,000; in the data active = a potency from the dose series; inactive = the rest, 99 in 100 with inhibition below about 30%; also: strong numbers were not always called active
Bcl-B TR3 displacers: displacers of TR3 peptide from Bcl-B, primary screen, selectivity assay for Bfl-1 inhibitor project, biochemical, fluorescence polarization | FP displacement of FITC-TR3 peptide from Bcl-B; higher % means a stronger effect | one-dose displacement, % at 20 µM; IC50 in µM for titrated hits | hit rate 0.11% among 96,000 | AID 748;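 active = displacement above 50% at 20 µM plus a fluorescence interference ratio under 1.5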;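 also: plate controls were wells without compound for no effect and wells lacking Bcl-B protein for full effect; a part of the inactive calls stands beside numbers as strong as those of hits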
NFkB transloc inh: blocks IL-1B driven NFkB nuclear translocation in HUVEC cells; inhibition, % at 2 µM; HUVEC IL-1B NFkB p65 nuclear translocation imaging; AID 796; hit rate 0.43% among 94,000;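 active = inhibition above about 30% together with a positive call from visual inspection of the well image, limit read from the data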;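 also: nuclear over cytoplasmic p65 intensity ratio measured by imaging; 0% = IL-1B stimulated DMSO wells and 100% = unstimulated DMSO wells; values of inactives mirror those of a sister screen read the other way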
MRP reversal: compounds reversing MRP-mediated drug resistance; differential viability (reversal), % at 10 µM; hit rate 0.04% among 85,000; H69AR cells + 2 uM doxorubicin, CellTiter-Glo, 72 h;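 active = viability drop by adding the cancer drug above about 55%, with treated viability meeting a 40% cutoff, limit read from the data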;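 also: viability without doxorubicin minus viability with 2 µM doxorubicin for each compound; larger differential means the compound sensitizes cells more to doxorubicin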
NFkB transloc pot: enhances IL-1B driven NFkB nuclear translocation; HUVEC IL-1B NFkB p65 nuclear translocation imaging; activation, % at 2 µM; hit rate 0.3% among 94,000; AID 819;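 active = activation above 40%, about the mean plus 3 SD, also judged a hit on visual image review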;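 also: percent activation is computed from the nuclear over cytoplasmic p65 intensity ratio; values of inactives mirror those of a sister screen read the other way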
MRP reversal cytotoxicity: also measured in MRP reversal; calls as there; viability, %; H69AR cells, CellTiter-Glo, 72 h; measured here: cytotoxicity without doxorubicin
MRP reversal with doxorubicin: also measured in MRP reversal; calls as there; viability, %; measured here: viability with 2 uM doxorubicin; hits give low values
NFkB transloc inh cell count 2 µM: second read-out of NFkB transloc inh, no call of its own (marks repeat the call); cell count; measured here: cells passing quality filter;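 raw number of nuclei counted in each imaged well without normalization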
NFkB transloc pot cell count 2 µM: also measured in NFkB transloc pot; calls as there; cell count; measured here: cells passing quality filter
Active calls of the source: *; . = no result given.

Start of the data: the first 2 entries, ahead of the listing:
SMILES	PLAP inhibitors HTS	Bcl-B TR3 displacers	NFkB transloc inh	NFkB transloc inh cell count 2 µM	MRP reversal	MRP reversal cytotoxicity	MRP reversal with doxorubicin	NFkB transloc pot	NFkB transloc pot cell count 2 µM
COCC(=O)NCCNc1nc2ccc(C)cc2cc1C	-14.3%	-8.0%	-5.6	76	.	.	.	5.6	76
CCCCN(Cc1ccccc1)c1ncnc2nc[nH]c12	-107.4%	-3.1%	.	.	-2.8	86.3	89.0	.	.

Main list, from the start:
SMILES	PLAP inhibitors HTS	Bcl-B TR3 displacers	NFkB transloc inh	NFkB transloc inh cell count 2 µM	MRP reversal	MRP reversal cytotoxicity	MRP reversal with doxorubicin	NFkB transloc pot	NFkB transloc pot cell count 2 µM
COCC(=O)NCCNc1nc2ccc(C)cc2cc1C	-14.3%	-8.0%	-5.6	76	.	.	.	5.6	76
CCCCN(Cc1ccccc1)c1ncnc2nc[nH]c12	-107.4%	-3.1%	.	.	-2.8	86.3	89.0	.	.
CCOC(=O)c1c(-n2cnnn2)sc(C)c1C	12.2%	-7.8%	-15.6	92	7.9	100.4	92.5	15.6	92
CCOC(=O)N1CCC(NC(=O)c2cccc3c2C(=O)N(c2ccc(OC)cc2)C3)CC1	-41.4%	33.3%	4.1	162	4.3	71.9	67.6	-4.1	162
Cc1ccc(Oc2ccc(N)cc2)cc1	3.8%	-3.5%	-11.5	217	-3.8	78.8	82.6	11.5	217
COC(=O)c1ccc(Cl)c(NC(=O)CN2CCC(C)CC2)c1	-82.7%	3.9%	1.4	203	5.3	104.5	99.2	-1.4	203
O=C(/C=C/c1ccc2c(c1)OCO2)NCCSCc1cccc(Cl)c1	10.6%	-8.3%	-8.4	119	.	.	.	8.4	119
COc1ccc(C(CNC(=O)C2CC(=O)N(Cc3ccc(C)cc3)C2)N(C)C)cc1 (configuration not stated)	-45.0%	-8.6%	-3.3	109	5.8	72.8	67.0	3.3	109
COc1cc(-c2nc(-c3cccc(C)c3)no2)cc(OC)c1OC	.	.	-10.3	168	-2.8	82.2	85.0	10.3	168
Cc1sc2ncnc(NCC3CCCO3)c2c1C (configuration not stated)	-19.6%	1.4%	-0.7	142	23.2	89.0	65.8	0.7	142
COC(=O)CCS(=O)(=O)c1nc(-c2ccccc2)cc(C(F)(F)F)n1	4.9%	-3.6%	36.9*	142*	-0.3	1.4	1.7	-36.9	142
CCC(=O)N1CCc2cc(S(=O)(=O)CCC(=O)Nc3cccc(F)c3)ccc21	9.6%	-1.2%	1.2	156	-6.6	99.0	105.7	-1.2	156
c1ccn2cc(CSC3=NCCS3)nc2c1	11.5%	2.0%	.	.	6.4	90.2	83.8	.	.
O=C(Nc1ccc(N2CCOCC2)c(Cl)c1)c1ccccc1F	20.5%	-3.5%	-12.9	200	-16.2	56.0	72.2	12.9	200
CC1(C)C(=O)Nc2ccccc2N1C(=O)COc1ncnc2ccccc12	-5.7%	-11.5%	-18.0	174	11.5	93.2	81.7	18.0	174
O=C(Cn1ncn2c(cc3ccccc32)c1=O)NCCC1=CCCCC1	4.8%	-17.0%	-6.7	186	-1.0	86.0	87.0	6.7	186
O=S1(=O)CCN=C2SC3=C(CCCC3)N21	5.0%	4.6%	-2.6	209	-3.1	97.1	100.2	2.6	209
CCOC(=O)C1CCCN(c2nc3ccccc3nc2C(C#N)C(=O)OCCOC)C1 (configuration not stated)	-19.3%	-1.1%	.	.	-7.5	75.2	82.6	.	.
O=C(O)c1cccc2cccnc12	-3.7%	-0.5%	-9.7	185	-1.8	91.8	93.6	9.7	185
COC(=O)C1=C(C)NC(=O)C1(NS(=O)(=O)c1ccc(NC(C)=O)cc1)C(F)(F)F (configuration not stated)	12.6%	-2.7%	-2.4	102	1.2	98.1	96.9	2.4	102
Cc1cc(NC(=O)CSc2nnc(Cc3cccn3C)n2CCc2ccccc2)no1	-9.0%	1.6%	.	.	9.3	96.0	86.8	.	.
C=CCn1c(SCC(N)=O)nnc1-c1ccccc1O	6.0%	9.9%	.	.	5.4	93.8	88.4	.	.
CC(C)(C)c1ccc(-c2conc2N)cc1	.	.	-21.2	121	-18.1	63.5	81.6	21.2	121
Cc1ccc(-n2c(-c3cc(C)n(C)n3)n[nH]c2=S)cc1	6.0%	-13.5%	-12.8	188	.	.	.	12.8	188
Cc1c(NC(=O)C2C3C=CC(C3)C2C(=O)O)c(=O)n(-c2ccccc2)n1C (configuration not stated)	-16.5%	3.8%	-1.2	140	-5.2	87.0	92.2	1.2	140
COc1cccc(C2=CC(c3cccs3)n3nnnc3N2)c1 (configuration not stated)	13.1%	20.8%	-0.7	58	3.1	14.9	11.8	0.7	58
CC1CCc2c(sc3nc4n(c(=O)c23)CCS4)C1 (configuration not stated)	-22.6%	-18.9%	2.6	41	-1.9	80.8	82.7	-2.6	41
COc1ccccc1OCc1nc(C#N)c(N2CC(C)CC(C)C2)o1 (configuration not stated)	9.8%	-0.6%	-1.6	176	11.5	77.9	66.3	1.6	176
CC(C)C1(C)C(=O)N=C2c3ccccc3C(=O)N21 (configuration not stated)	1.4%	-1.8%	-11.7	213	8.6	96.4	87.8	11.7	213
CC(CCN(C)C)OC(=O)c1ccc(C(C)c2ccccc2)o1 (configuration not stated)	-56.0%	7.3%	12.8	143	14.4	93.3	78.9	-12.8	143
COc1ccc(CCNC(=O)c2[nH]c(C)c(C(C)=O)c2C)cc1OC	12.0%	-0.8%	7.4	93	-11.6	82.3	93.9	-7.4	93
O=C(NCCN1C(=O)CSC1=O)C1CC(=O)N(c2ccccc2)C1 (configuration not stated)	28.3%	-6.6%	-2.7	144	-7.5	92.1	99.6	2.7	144
Nc1c(-c2ccccc2)cnn1-c1cccc([N+](=O)[O-])c1	-3.0%	5.3%	16.9	122	.	.	.	-16.9	122
CCC(C)NC(=O)CSC1=Nc2ccccc2C2=NC(CC(=O)NCc3ccc(F)cc3)C(=O)N12 (configuration not stated)	-19.6%	-6.4%	-14.2	83	16.0	99.2	83.2	14.2	83
CC1CCN(c2nc3ccc(C(=O)O)cc3s2)CC1	-1.0%	2.6%	.	.	.	.	.	.	.
O=C(NCCO)c1ccc(Cl)c(Cl)c1	-34.5%	0.3%	.	.	-4.4	96.3	100.7	.	.
COc1ccc(C)cc1NC(=O)COC(=O)C1CC1	16.3%	2.2%	6.7	141	.	.	.	-6.7	141
CC(=O)N1CN(C2CCCC2)Cc2c1sc1c2CCCC1	-29.1%	-0.5%	-9.3	155	12.3	102.5	90.2	9.3	155
CCOc1ccc2nc(SCC)[nH]c2c1	-2.2%	-6.3%	5.1	165	8.7	97.8	89.1	-5.1	165
Cc1cc(C)n(-c2nc3ccccc3nc2NCCc2ccccc2)n1	24.7%	3.8%	-8.8	62	4.2	84.6	80.4	8.8	62
Cc1ccc(OS(=O)(=O)c2ccccc2)c(/C=N/N=C2\NC(=O)C(C)S2)c1 (configuration not stated)	.	.	-3.3	146	50.6	63.8	13.1	3.3	146
c1ccc(-n2ncc3c(NCc4ccc5c(c4)OCO5)ncnc32)cc1	.	.	-25.7	100	8.2	87.0	78.8	25.7	100
COc1ccc(-c2nc(-c3cccc(C)c3)no2)cc1OC	.	.	-5.2	142	-22.7	84.0	106.7	5.2	142
O=C(COC(=O)c1ccccc1NC(=O)c1ccco1)Nc1ccc2c(c1)OCO2	9.4%	0.6%	-8.9	118	-23.9	38.5	62.4	8.9	118
CC1Oc2ccccc2N(Cc2cccnc2)C1=O (configuration not stated)	16.9%	0.3%	.	.	9.7	97.2	87.5	.	.
Cc1ccc(C(=O)Nc2cccc(C(=O)O)c2)cc1	4.6%	13.0%	-5.8	148	-15.4	99.6	115.0	5.8	148
Cc1cc(C)nc(-n2nc(C)cc2NC(=O)CN2CCCC(C)C2)n1 (configuration not stated)	-50.2%	-5.9%	-18.3	173	-13.5	62.5	76.0	18.3	173
Cc1onc(-c2ccccc2Cl)c1C(=O)NCc1ccc(S(N)(=O)=O)cc1	-10.4%	8.2%	-3.3	114	19.7	101.4	81.7	3.3	114
CCc1nc2n[nH]c(N)c2c2c1CCCC2	-27.7%	-6.6%	1.0	101	6.4	87.1	80.8	-1.0	101
Cc1ccc(OCCCCn2cnc3ccccc32)c(C)c1	-24.6%	8.0%	2.4	156	14.5	96.4	81.9	-2.4	156

New compounds follow.
SMILES	PLAP inhibitors HTS	Bcl-B TR3 displacers	NFkB transloc inh	NFkB transloc inh cell count 2 µM	MRP reversal	MRP reversal cytotoxicity	MRP reversal with doxorubicin	NFkB transloc pot	NFkB transloc pot cell count 2 µM
O=C(Nc1c2c(nn1-c1ccc(F)cc1)CSC2)c1ccc(S(=O)(=O)N2CCOCC2)cc1	-27.2%	-3.0%	1.6	64	-2.7	79.8	82.5	-1.6	64
O=C(NCc1cccnc1)c1cnn2ccccc12	-24.9%	-17.1%	-5.1	206	7.2	82.5	75.2	5.1	206
CCCN(CCC)C(=S)NC(=O)c1ccc(Cl)cc1Cl	0.7%	-0.2%	1.7	177	.	.	.	-1.7	177
Cn1cc([N+](=O)[O-])c(C(=O)Nc2cc(Oc3cccnc3)cc([N+](=O)[O-])c2)n1	12.6%	0.1%	.	.	.	.	.	.	.
CCC(=O)c1ccc(N2CCCCCC2)c(F)c1	-22.0%	7.7%	-30.6	111	9.4	99.1	89.7	30.6	111
O=C(CN1CCN(c2ccccn2)CC1)N(c1ccccc1)c1ccc2ccccc2c1	-57.5%	-11.7%	.	.	-2.1	98.5	100.6	.	.
CC1(C)Cc2c(C#N)c(N3CCOCC3)nc(-c3ccccc3)c2CO1	.	.	0.1	135	-6.1	63.1	69.2	-0.1	135
COc1ccc(C2CC(c3ccc(Cl)cc3)Nc3nc(NC(=O)c4ccco4)nn32)cc1 (configuration not stated)	.	.	-9.9	172	-5.1	91.3	96.4	9.9	172
COC(F)(C(=O)Nc1ccc2c(c1)C(=O)NC2=O)C(F)(F)F (configuration not stated)	13.1%	-9.6%	.	.	-15.1	99.6	114.7	.	.
COc1ccccc1Nc1nc(C)cc(=O)[nH]1	-0.9%	4.0%	-30.3	120	12.1	98.9	86.8	30.2	120
CCN(CC)CCn1c(NCc2ccccn2)nc2ccccc21	-38.2%	-7.2%	-28.1	201	27.0	104.9	77.8	28.1	201
CC(=O)Nc1ccc(N2C(=O)CSC2c2c(F)cccc2Cl)cc1 (configuration not stated)	-2.8%	-7.0%	4.0	145	-22.9	60.7	83.6	-4.0	145
CCC(=O)Nc1ccc(-c2nnc(SCC(=O)Nc3nccs3)n2C)cc1	-5.3%	-6.4%	-21.5	127	2.9	95.0	92.1	21.5	127
COc1ccc(-n2c(COc3cccc4ccccc34)nnc2SCC#N)cc1	.	.	-17.7	126	-3.3	45.1	48.5	17.7	126
Cc1ccc(-c2cnn(-c3cccc([N+](=O)[O-])c3)c2N)cc1	2.2%	-6.0%	-4.4	141	.	.	.	4.4	141
Cc1ccc(/C(O)=C2/C(=O)C(=O)OC2c2ccc(Cl)cc2)cc1 (configuration not stated)	-14.3%	5.6%	-6.1	142	0.5	92.1	91.6	6.1	142
O=C(CN1CCOCC1)NC1CC2CCC1C2 (configuration not stated)	-55.5%	-4.4%	-1.2	97	2.6	96.7	94.1	1.2	97
CCCCOc1c(Br)cc(/C=C2\N=C(C)OC2=O)cc1OCC	-26.4%	-7.5%	1.4	184	.	.	.	-1.4	184
CN1CCc2c(sc3c2C(=O)NC(c2ccccn2)N3)C1 (configuration not stated)	-24.8%	52.0%	-17.1	177	-5.4	93.2	98.7	17.1	177
CCCCCCC(=O)N/N=C/Cc1ccccc1	12.5%	-3.0%	8.7	154	.	.	.	-8.7	154
Cc1c(NC(=O)C(Sc2ccccc2)c2ccccc2)cccc1[N+](=O)[O-] (configuration not stated)	4.3%	3.9%	-11.0	179	.	.	.	11.0	179
c1ccc(OCCCCN2CCOCC2)cc1	-34.3%	-2.2%	-2.8	49	18.1	105.7	87.6	2.8	49

Part of the list above in order of molar mass, low to high:
SMILES	PLAP inhibitors HTS	Bcl-B TR3 displacers	NFkB transloc inh	NFkB transloc inh cell count 2 µM	MRP reversal	MRP reversal cytotoxicity	MRP reversal with doxorubicin	NFkB transloc pot	NFkB transloc pot cell count 2 µM
c1ccc(OCCCCN2CCOCC2)cc1	-34.3%	-2.2%	-2.8	49	18.1	105.7	87.6	2.8	49
CCCCCCC(=O)N/N=C/Cc1ccccc1	12.5%	-3.0%	8.7	154	.	.	.	-8.7	154
CCN(CC)CCn1c(NCc2ccccn2)nc2ccccc21	-38.2%	-7.2%	-28.1	201	27.0	104.9	77.8	28.1	201

From PubChem

This is a subset. The share of hits here may be higher or lower than overall.
